CHO-K1 Ca ag – counter-screen for M1 agonists: effect in parental CHO-K1 cells; AID 602248; 0.48% of 360,000 active; activation, % at 3 µM; Fluo-8 calcium fluorescence; scaled to maximal ATP response, vehicle zero; in the data active = activation above about 15%;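 also: untransfected CHO-K1 host cells lacking M1 receptor as counterscreen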
V1aR counter – counter-screen for oxytocin receptor agonists: human V1a receptor agonists. P37288. 0.25% of 320,000 active. AID 2797. activation, % at 3 µM. CHO-V1R cells, Fluo-8 calcium fluorescence, agonist mode; 0% DMSO, 100% 3 nM vasopressin;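 active = activation above the mean activation of all tested compounds plus 3 SD, per screening run, cut at about 20% in these data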;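 also: signal is peak over basal fluorescence ratio across a 100 second FLIPR read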
Target sequence (P37288 whole entry, looked up): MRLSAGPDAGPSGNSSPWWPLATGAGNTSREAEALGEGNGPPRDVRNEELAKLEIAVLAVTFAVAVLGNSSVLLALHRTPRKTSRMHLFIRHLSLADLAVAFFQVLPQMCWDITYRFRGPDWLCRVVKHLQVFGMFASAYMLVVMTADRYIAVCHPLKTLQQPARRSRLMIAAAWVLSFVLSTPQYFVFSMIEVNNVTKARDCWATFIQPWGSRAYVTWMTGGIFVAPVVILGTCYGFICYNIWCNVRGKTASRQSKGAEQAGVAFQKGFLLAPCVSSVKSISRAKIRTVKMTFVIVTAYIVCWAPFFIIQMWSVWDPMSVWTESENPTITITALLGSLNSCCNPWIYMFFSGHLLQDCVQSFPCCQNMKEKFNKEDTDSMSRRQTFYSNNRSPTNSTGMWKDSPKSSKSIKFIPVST
CHO-K1 Ca PAM – nonselective activator or artifact in parental CHO-K1 calcium assay | ATP EC20, Fluo-8 calcium fluorescence; 0% at ATP EC20, 100% at ATP max | activation, % at 3 µM | 0.02% of 360,000 active | AID 602247;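 active = activation above the run cutoff, the mean activation of all test compounds plus 3 SD, cut at about 40% in these data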;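 also: peak over basal fluorescence ratio in a 140 s read after ATP addition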
TAAR1 antag – human TAAR1 antagonism. Q96RJ0. CHO RD-HGA16 TAAR1, Fluo-8 calcium fluorescence, antagonist. inhibition, % at 3 µM. 1.5% of 360,000 active. AID 624466;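 active = inhibition above a per-plate cutoff, the mean inhibition of test compounds on that plate plus 3 SD, cut at about 49% in these data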;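 also: 0% = DMSO plus EC80 beta-PEA response and 100% = DMSO alone without agonist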
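Assay system: CHO-derived RD-HGA16 cells stably expressing human TAAR1 plus Gα16. Timing: 140 s kinetic read after compound, 140 s after agonist. Technique: kinetic Fluo-8 calcium fluorescence measurement. Measure: % inhibition of agonist calcium response.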
OXTR potentiator – human OXTR potentiation; P30559; CHO-OTR cells, Fluo-8 calcium fluorescence, potentiator mode; 0% = oxytocin EC15, 100% = EC100; activation, % at 3 µM; 0.061% of 320,000 active;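 active = activation above that plate's cutoff, the mean activation of tested compounds plus 3 SD, cut at about 6.6% in these data, passing the limit was not always enough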;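 also: 100% uses oxytocin at 75 nM as the full agonist control; some results filed as inactive read as strong as hits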
Target sequence (P30559 whole entry, looked up): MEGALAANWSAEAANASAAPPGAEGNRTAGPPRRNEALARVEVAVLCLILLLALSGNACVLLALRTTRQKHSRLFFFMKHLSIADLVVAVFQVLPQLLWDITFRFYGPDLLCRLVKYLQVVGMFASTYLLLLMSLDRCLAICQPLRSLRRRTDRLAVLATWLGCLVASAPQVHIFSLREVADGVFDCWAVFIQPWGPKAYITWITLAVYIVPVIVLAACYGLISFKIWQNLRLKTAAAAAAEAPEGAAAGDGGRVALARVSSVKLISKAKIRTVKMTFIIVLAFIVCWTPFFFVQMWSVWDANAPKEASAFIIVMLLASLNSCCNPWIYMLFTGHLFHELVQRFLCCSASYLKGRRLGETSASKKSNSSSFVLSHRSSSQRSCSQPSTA
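Assay system: CHO-OTR cells, human receptor / Also added: oxytocin at about EC15, sub-maximal agonist stimulus / Dosing: single dose, 3.0 µM nominal final compound concentration / Incubation: 6 min pre-incubation, 100 s read / Technique: Fluo-8 calcium dye fluorescence / Read-out: % activation vs EC15 and EC100 oxytocin / Benchmarks: EC15 oxytocin low, 75 nM oxytocin high / Replicates: singlicate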
GPR7 antag – antagonists of human GPR7 (neuropeptides B/W receptor 1). P48145. GPR7-expressing cells, fluorescence antagonist assay. inhibition, % at 4.4 µM. 1.1% of 290,000 active. AID 1861; in the data active = inhibition above about 16%, passing the limit was not always enough;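 also: cells stimulated with the agonist NPW; 0% = agonist with vehicle and 100% = vehicle without agonist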
CHO-K1 Ca antag – nonselective inhibitor or artifact in parental CHO-K1 cells; ATP-induced calcium, Fluo-8 fluorescence; inhibition, % at 3 µM; 0.6% of 360,000 active; AID 602250;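 active = inhibition above a per-plate cutoff, the plate's mean sample inhibition plus 3 SD, cut at about 24% in these data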;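 also: 0% = DMSO plus EC80 ATP and 100% = DMSO alone without ATP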
OXTR ag – agonists of human oxytocin receptor; P30559; 0.32% of 320,000 active; activation, % at 3 µM; CHO-OTR cells, Fluo-8 calcium fluorescence; normalized: DMSO 0%, oxytocin 100%;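 active = activation above the mean of all tested compounds plus 3 SD, cutoff set per screening run, cut at about 20% in these data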;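 also: peak over basal fluorescence ratio from a 100 s FLIPR kinetic read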
CHO parental Ca – signal in parental CHO cells, OX1R antagonist counter-screen; parental CHO-K1, ATP-induced calcium, Fluo-8 fluorescence; inhibition, % at 5.6 µM; AID 463079; 0.63% of 330,000 active;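 active = inhibition above that plate's mean sample inhibition plus 3 SD, cut at about 26% in these data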;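 also: 0% = ATP-challenged DMSO wells and 100% = DMSO wells without ATP; some compounds past the cut are filed as inactive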
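Material: Parental CHO cells | Reagent: ATP | Compound dosing: Single nominal dose of 5.6 µM per compound | Detection: Intracellular calcium via Fluo-8 no-wash fluorescent dye | Read-out: % inhibition of ATP-induced calcium mobilization | Benchmarks: Low control ATP plus DMSO, high control DMSO only | Replicates: Singlicate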
* = called active by the depositor; . = not tested or not shown.

SMILES	CHO-K1 Ca ag	V1aR counter	CHO-K1 Ca PAM	TAAR1 antag	OXTR potentiator	GPR7 antag	CHO-K1 Ca antag	OXTR ag	CHO parental Ca
CC(NC(=O)OCc1ccccc1)C(=O)NCC1CCCO1 (stereo unspecified)	0.5	-0.4	17	1	3	-9	-2	1.3	1
CCC(c1ccccc1)c1noc(CCN(CC)CC)n1 (stereo unspecified)	0.3	.	5	-6	.	.	-11	.	.
Cc1ccc(NC(=O)C2CCN(c3ncnc4c3nc3n4CCCCC3)CC2)cc1Cl	-1.3	0.3	7	8	-9	2	8	-0.7	-25
Cc1ccsc1C(=O)OCC(=O)Nc1sccc1C(N)=O	4.1	5.8	3	24	-14	2	7	4.3	-11
CCN(CC)S(=O)(=O)c1ccc(O)c(NC(=O)c2ccc(N3CCOCC3)c([N+](=O)[O-])c2)c1	5.7	11	16	9	-2	-11	-10	2.4	-6
CCCCN(C(=O)CCC(=O)Nc1cc(C)on1)C(C(=O)NC1CCCC1)c1ccccc1C (stereo unspecified)	0.2	-0.5	1	-8	-6	0	-18	-1.1	-17
CCn1ncc(-c2csc(N)n2)c1C	4.4	-0.1	4	-24	-3	-3	-18	-0.2	-16
Cc1ccc2[nH]c(=O)cc(C(=O)OCC(=O)c3ccc(F)cc3)c2c1	0.8	0.4	8	-2	3	4	-16	-0.3	-12
O=c1c(O[C@@H]2O[C@H](CO)[C@@H](O)[C@H](O)[C@H]2O)c(-c2ccc(O)cc2)oc2cc(O)cc(O)c12	-0.4	1.4	-10	.	-1	.	-11	1.5	19
CCC(C)(C)NC(=O)C(c1cccn1C)N(Cc1ccccc1)C(=O)Cn1nnc2ccccc21 (stereo unspecified)	0.7	.	9	-22	.	-11	1	.	.
O=S1(=O)C=CC(Nc2ccccc2)C1 (stereo unspecified)	-0.3	-0.3	-3	-21	-13	-3	-2	1.0	2
CCCCC1=CC2=C(c3ccco3)C(=O)C(C)(OC(=O)c3ccc(OC)cc3)C(=O)C2=CN1CCOC (stereo unspecified)	0.7	-1.6	14	-7	0	.	-15	-2.4	-19
CC(=O)Nc1cccc(OCc2cccc([N+](=O)[O-])c2)c1	1.4	.	0	14	.	.	-5	.	.
COC(=O)C1Cc2c([nH]c3ccccc23)CN1 (stereo unspecified)	0.6	-0.7	16	-2	-11	-6	-9	0.8	1
COc1ccc(/C=N/N2CCN(C)CC2)cc1OC	0.3	0.5	8	-2	-5	-12	-6	-0.3	-5

The last 4 compounds of the section above are carried over, then new ones follow:
SMILES	CHO-K1 Ca ag	V1aR counter	CHO-K1 Ca PAM	TAAR1 antag	OXTR potentiator	GPR7 antag	CHO-K1 Ca antag	OXTR ag	CHO parental Ca
CCCCC1=CC2=C(c3ccco3)C(=O)C(C)(OC(=O)c3ccc(OC)cc3)C(=O)C2=CN1CCOC (stereo unspecified)	0.7	-1.6	14	-7	0	.	-15	-2.4	-19
CC(=O)Nc1cccc(OCc2cccc([N+](=O)[O-])c2)c1	1.4	.	0	14	.	.	-5	.	.
COC(=O)C1Cc2c([nH]c3ccccc23)CN1 (stereo unspecified)	0.6	-0.7	16	-2	-11	-6	-9	0.8	1
COc1ccc(/C=N/N2CCN(C)CC2)cc1OC	0.3	0.5	8	-2	-5	-12	-6	-0.3	-5
CSc1ccccc1NC(=O)c1cc(S(=O)(=O)N(C)C)ccc1N1CCCC1	5.8	3.5	2	8	-13	12	-6	0.6	-8
CCOCc1cnc(C)nc1NCC(=O)c1c(C)n(C)c2ccc(OC)cc12	-0.3	.	10	7	.	-12	-7	.	.
COc1ccc(S(=O)(=O)N2CCC(C(=O)NCCc3ccc(OC)c(OC)c3)CC2)cc1	-0.1	.	-1	1	.	.	15	.	.
COc1cc(S(=O)(=O)N(C)Cc2ccc3c(c2)OCCO3)ccc1NC(C)=O	1.4	2.5	0	-15	-6	.	-6	3.7	-20
CCSc1ncc(Cl)c(C(=O)Nc2cc(C)ccc2C)n1	-0.7	-1.2	-2	1	-2	-9	-6	-0.1	-18
Cc1cc(O)c(C(=O)c2ccccc2C(=O)O)cc1C	-0.3	0.8	17	6	-12	7	-18	0.1	0
O=C(Oc1cccc(NC2=NS(=O)(=O)c3ccccc32)c1)c1ccncc1	3.6	2.1	24	6	-14	5	-4	3.0	15
O=C(c1[nH]c(C(F)(F)F)nc1-c1ccccc1)N1CCN(c2ncccn2)CC1	-0.3	.	-11	-6	.	.	1	.	.
COc1ccc(S(=O)(=O)N2CCC(C(=O)N[C@@H](C)C(=O)NCc3ccco3)CC2)cc1	0.3	.	18	-23	.	.	-13	.	.
O=C(CCS(=O)(=O)c1ccccc1Cl)NCCC1=CCCCC1	0.1	-0.5	7	-22	-4	8	4	-1.2	-18
CCCC(=O)N1CCN(c2ccc([N+](=O)[O-])cc2Cl)CC1	1.9	5.2	0	-3	-8	0	-4	2.1	12
Nc1ncnc2c1ncn2[C@@H]1O[C@H](CNC(=O)[C@@H](N)Cc2ccccc2)[C@@H](O)[C@H]1O	0.5	.	38	3	.	.	-24	.	2
Cc1ccsc1/C=N/N1CCN(Cc2ccccc2)CC1	0.3	-0.4	15	-11	-4	-9	1	-0.2	-19
O=C(O)CCCC(=O)NNc1ncnc2ccccc12	-0.2	-0.2	4	2	6	-11	13	1.9	-6
CCOC(=O)c1ccc(N2CCN(C(=O)c3ccccc3)CC2)c(NC(=O)c2ccco2)c1	3.9	1.7	-1	45	-9	-9	-1	1.0	-20

Entries of single compounds, looked up by structure. Order of screens: CHO-K1 Ca ag | V1aR counter | CHO-K1 Ca PAM | TAAR1 antag | OXTR potentiator | GPR7 antag | CHO-K1 Ca antag | OXTR ag | CHO parental Ca
Results for `CCC(c1ccccc1)c1noc(CCN(CC)CC)n1` (stereo unspecified) → 0.3 | . | 5 | -6 | . | . | -11 | . | .
Results for `O=C(c1[nH]c(C(F)(F)F)nc1-c1ccccc1)N1CCN(c2ncccn2)CC1` → -0.3 | . | -11 | -6 | . | . | 1 | . | .
Results for `O=C(CCS(=O)(=O)c1ccccc1Cl)NCCC1=CCCCC1` → 0.1 | -0.5 | 7 | -22 | -4 | 8 | 4 | -1.2 | -18

Other results follow:
SMILES	CHO-K1 Ca ag	V1aR counter	CHO-K1 Ca PAM	TAAR1 antag	OXTR potentiator	GPR7 antag	CHO-K1 Ca antag	OXTR ag	CHO parental Ca
O=C(NNC(=S)Nc1ccc(F)cc1)C1[C@H]2CCCC[C@@H]12 (stereo partly specified)	0.1	1.1	2	-22	1	-4	-14	0.6	-1
FC(F)(F)c1cc(CCN2C(=S)NC[C@@H]2Cc2ccccc2)cc(C(F)(F)F)c1	3.3	-0.9	26	25	-11	-21	-18	-0.2	-9
O=C(CCOc1ccc(F)cc1)Nc1nccs1	0.9	0.9	18	-3	-5	1	-9	0.9	-7
CCOc1ccc(CNC(=O)C2CCCN(S(C)(=O)=O)C2)cc1OC (stereo unspecified)	-0.4	-0.8	8	-16	-4	-9	-3	0.6	-1
O=c1c(-c2ccc([N+](=O)[O-])cc2)coc2c(O)c(O)ccc12	1.7	0.5	22	-32	0	-15	-14	0.0	-3
O=C(O)c1ccc(NC(=O)C2CCN(S(=O)(=O)c3ccc4c(c3)OCCO4)CC2)cc1	0.5	.	-10	-2	.	.	13	.	.
Cc1nn(CC(=O)N/N=C/c2ccc(F)cc2)c(C)c1[N+](=O)[O-]	0.8	-0.2	0	9	-2	-1	-4	-0.4	-16
COCCCNC(=O)CC(NS(=O)(=O)c1ccc(F)cc1)c1ccc(OC)cc1 (stereo unspecified)	0.5	0.0	11	-8	-4	-5	-20	-1.3	-6
CC(C)(C)CCN1CCC(CN2CCNC(=O)C2=O)CC1	2.4	.	4	-3	.	.	-7	.	.
O=C(Nc1ccc2c(c1)OCO2)c1cccc(F)c1	-0.2	0.3	14	1	-4	-5	-15	-0.3	5
Cc1cccc(-n2ccnc2SCC(=O)Nc2nnc(C)s2)c1	0.3	1.1	-10	0	1	-2	10	0.5	0
COC(=O)C[C@H]1C[C@@H]2c3cc(NS(=O)(=O)c4ccc(OC)cc4)ccc3O[C@@H]2[C@H](CO)O1	-0.5	.	9	-7	.	.	15	.	.
CC1(C)Cc2cccc(OCC(=O)OCC(=O)Nc3ccccc3)c2O1	0.0	-0.6	-9	-6	-6	.	6	-2.3	-4
COc1ccc(N2CCN(C(=O)CN(c3cccc(Br)c3)S(C)(=O)=O)CC2)cc1	1.7	2.0	-11	-9	-6	-6	5	5.9	-9
CCCCN1C(N)=NC[C@H]1Cc1ccc(O)cc1	-0.2	0.0	-14	6	-10	.	10	-0.8	-10
CN(C)CCC(=O)NCC1OCCc2ccccc21 (stereo unspecified)	-0.3	1.3	5	-17	-11	-7	0	0.3	-13
CCOC(=O)Cc1csc(N(C)C)n1	-0.3	0.0	1	12	-5	-8	-2	-0.1	0
CCn1c(Nc2ccccc2Cl)nc2ccccc21	4.1	1.9	-8	10	-23	0	18	2.3	-10
O=C(CC1N=C(Cc2ccccc2)NNC1=O)N/N=C/c1ccc([N+](=O)[O-])cc1 (stereo unspecified)	-0.3	-0.1	-10	3	-5	-5	-13	-2.3	-7
CCOC(=O)[C@H]1[C@H]2COc3ccc(Cl)cc3[C@@H]2N2C(=O)[C@@H](CO)NC(=O)[C@@]12C	0.3	1.1	-5	9	1	.	6	1.4	-10
CCOC(=O)CN(C#N)c1nc(C)cc(C)n1	0.2	-0.9	4	0	-2	-10	-13	-0.4	-7
CC[n+]1c(C)cc2c(sc3ccccc32)c1C	1.5	.	25	-19	.	-3	-17	.	.
COC(=O)c1cc(C)sc1NC(=O)CSc1ncccn1	-0.3	0.8	-15	-43	1	-13	6	-0.4	-1
CCN(CC)CCNC(=O)c1ccc(NC(=O)c2cc(S(=O)(=O)N3CCCCC3)ccc2C)cc1	2.2	0.4	8	-4	-1	.	-16	1.3	-5
COc1ccc(-c2cc(=O)oc3cc(OCC(=O)N(C)C)ccc23)cc1	0.1	-0.4	5	1	-2	-3	-9	-0.4	-2
O=C(CSc1nnc(CNc2cccc(C(F)(F)F)c2)n1Cc1ccco1)NCc1ccco1	2.0	4.8	25	7	-20	2	-17	2.4	-24
C=CCc1ccc(OCC(O)CN2CCN(Cc3ccc(Cl)cc3)CC2)c(OC)c1 (stereo unspecified)	6.5	8.2	30	-4	-6	-10	-22	8.7	-8

High-throughput results (PubChem)
